High-throughput results as filed in PubChem BioAssay.
TDP1 cell noCPT – qHTS for Inhibitors of human tyrosyl-DNA phosphodiesterase 1 (TDP1): qHTS in cells in absence of CPT; 15% of 420,000 active; Potency, µM (doses to about 46.2 µM), for inactives: top-dose activity change, negative = growth inhibition, usual class: inhibitors; DT40 Tdp1-/- hTDP1 cells, no CPT, ATP luminescence, 48 h; note: nearly all actives have a fitted effect of over 55% in size
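Stably hTDP1-transfected Tdp1-null chicken DT40 cells were treated with library compounds minus camptothecin and grown for at least 48 hr at 37 °C, after which cellular ATP was quantified by luminescence.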
TDP1 inh – inhibitors of human tyrosyl-DNA phosphodiesterase TDP1; Q9NUW8; recombinant TDP1, AlphaScreen DNA substrate cleavage; Potency, µM (series often up to 130 µM), without a hit: at the top dose activity change, negative = inhibition, usual class: inhibitors; 0.28% of 350,000 active; AID 485290; note: nearly all actives have a fitted effect of over 40% in size
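Enzyme-compound mixtures sat 15 min at room temperature, followed by a 5 min reaction with 15 nM final substrate and 10 min with AlphaScreen beads. Recombinant human Tdp1 was used at 1 nM final.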
KAT2A inh – GCN5L2 (KAT2A) acetyltransferase inhibition; AID 504327; Potency, µM (doses to about 58.9 µM), for inactives: at the top dose activity change, negative = inhibition, actives largely listed as inhibitors; GCN5L2 HAT assay, ThioGlo1 CoA-SH fluorescence; Q92830; 0.21% of 390,000 active
Target sequence (Q92830 whole entry, looked up): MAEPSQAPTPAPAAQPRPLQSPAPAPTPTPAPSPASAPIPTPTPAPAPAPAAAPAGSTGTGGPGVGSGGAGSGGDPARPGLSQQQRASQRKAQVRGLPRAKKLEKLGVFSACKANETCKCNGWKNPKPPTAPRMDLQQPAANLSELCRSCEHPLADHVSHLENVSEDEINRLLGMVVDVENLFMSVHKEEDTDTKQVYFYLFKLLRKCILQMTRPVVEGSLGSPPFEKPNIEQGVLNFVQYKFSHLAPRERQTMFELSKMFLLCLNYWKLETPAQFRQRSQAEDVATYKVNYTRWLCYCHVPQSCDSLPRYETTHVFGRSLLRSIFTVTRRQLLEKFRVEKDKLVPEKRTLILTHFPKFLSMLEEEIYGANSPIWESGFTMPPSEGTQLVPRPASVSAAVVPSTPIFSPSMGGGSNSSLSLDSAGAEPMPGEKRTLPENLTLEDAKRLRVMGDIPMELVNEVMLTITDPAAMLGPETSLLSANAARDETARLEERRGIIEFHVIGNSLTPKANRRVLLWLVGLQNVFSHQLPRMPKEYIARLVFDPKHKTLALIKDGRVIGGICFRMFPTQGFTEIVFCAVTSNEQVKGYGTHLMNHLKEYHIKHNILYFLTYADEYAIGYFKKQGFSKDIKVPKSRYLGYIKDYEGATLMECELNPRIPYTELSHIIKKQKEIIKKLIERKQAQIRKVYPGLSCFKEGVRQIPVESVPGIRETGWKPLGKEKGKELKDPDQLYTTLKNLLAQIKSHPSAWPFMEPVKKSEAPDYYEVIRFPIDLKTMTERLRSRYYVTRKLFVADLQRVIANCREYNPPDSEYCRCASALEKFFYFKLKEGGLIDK
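Enzyme at 20nM final was mixed with library compounds for 15 min at room temperature. Peptide H3(1-25) at 75uM, acetyl-CoA at 70uM and ThioGlo1 at 50uM were then added. Plates were read immediately and after 20 min (Ex340nm/Em540nm).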
Active calls of the source: *; ? = inconclusive; · = not tested or not shown; & = joins results of further samples; [ ] = another dose, or the depositor's remark. Calls come from the whole dose curve; as a rule, active = well fitted curve in the direction sought with a large enough effect; inconclusive = small, poorly fitted or top-dose-only effect, or another doubt; inactive = no such curve, though single readings can be large; an effect the other way counts as inactive or inconclusive. % is set by controls: 0 for no effect and ±100 for the full control effect; potency is the fitted concentration of half-maximal effect. These rows are one share of the data; rates above refer to the full screens.

SMILES	TDP1 cell noCPT	TDP1 inh	KAT2A inh
COc1ccc2c(c1)C(SCC(=O)NCCc1ccc(Cl)cc1)CC(C)(C)O2 (centres undefined)	?	1%	-7%
CCOc1ccc(CN2CCNC(=O)C2CC(=O)N(C)C2CCCCC2)cc1 (centres undefined)	3%	3%	-4%
CCOc1ccccc1C1CC(=O)Nc2cc(C)c(C)cc21 (centres undefined)	4.1µM*	·	-5%
COc1cc2c(=O)n(CCCC(=O)NCC3CCCO3)c(=O)n(CC(=O)c3ccc(F)cc3)c2cc1OC (centres undefined)	-19%	-3%	-4%
CCCN1CCN(CCCNC(=O)c2cc3c(=O)[nH]c4ccccc4c3s2)CC1	?	-1%&0%	-7%&-8%
COc1cc(CN2CCN(CCCSc3cc(C(C)(C)C)c(O)c(C(C)(C)C)c3)CC2)cc(OC)c1OC	·	17%	-12%
CCOc1cc(/C=N/NC(=O)COc2ccc(C)cc2)ccc1OC(=O)c1cccs1	?	4%	-17%
CC(C)(C)OC(=O)C[C@@H]1C/C=C\C[C@H](CC(=O)NCCO)C(=O)NC[C@H](c2ccccc2)OC1=O	-10%	1%	-3%
COc1cc(NC(=O)C2CC(=O)N(Cc3ccco3)C2)cc(OC)c1 (centres undefined)	0%	·	-3%
Cc1c(C(=O)Nc2cccc(F)c2)sc2nc(-c3cc4ccccc4oc3=O)[nH]c(=O)c12	?	6%	0%
O=C(C1=C[C@H](c2ccc(Br)cc2)C[C@H](OCCCCO)O1)N1CCN(Cc2ccccc2)CC1	?	4%	-3%
CCCCc1cc(=O)oc2cc(OCc3nn[nH]n3)c(Cl)cc12	-5%	5%	-12%
O=C(NCCSCc1ccccc1Cl)C1CCN(S(=O)(=O)Cc2ccccc2)CC1	?	-3%	-3%
Cc1cccc(-n2cnc3cc([N+](=O)[O-])ccc32)c1	-23%	5%	11%
Cc1cc(C)cc(C(=O)N2CCC3(CC2)NCCc2[nH]cnc23)c1	-4%	1%	-4%
O=C(CO/N=C/c1ccccc1OC(F)F)NC1CCCC1	-17%	0%	-1%
CCn1c(CCCNC(=O)c2cccs2)nc2ccccc21	?	-1%	0%
CCOC(=O)C1=C(O)/C(=C/c2ccc(OCC(=O)O)c(OCC)c2)SC1=Nc1ccccc1	?	-2%	-16%
COc1cc2c(cc1OC)CN(c1ccc([N+](=O)[O-])cc1Cl)CC2	12µM*	1%	-4%
CCCCSc1oc(-c2ccco2)nc1S(=O)(=O)c1ccccc1	?	-19%	-5%
O=C(NCc1nc2ccccc2n1Cc1ccccc1Cl)c1ccccc1	?	5%	-7%
CCc1ccc(NC(=O)c2sc(-n3nc(C)c(CCC(C)C)c3C)nc2C)cc1	?	2%	-12%
CCCCCC(=O)Nc1ccc(C(=O)COC(=O)Cn2cnc3c2c(=O)n(C)c(=O)n3C)cc1	2%	-3%	-6%
Cc1csc(C2=C(O)CN(CCc3ccccc3)C2=N)n1	-16%	-4%	-2%
CC(C)(C)c1ccc(C(=O)Nc2ccc(NC(=O)C(=O)O)cc2)o1	2%	4%	11%
CC(C)NC(=O)/C(=C/c1cn(-c2ccccc2)nc1-c1cccc([N+](=O)[O-])c1)NC(=O)c1ccccc1	?	3%	-2%
COc1cc(OC)c(/C=N/NC(=O)c2ccc(NC(C)=O)cc2)cc1Br	-15%	-2%	-3%
CCC(C)NC(=O)c1c(N)n(/N=C/c2cccs2)c2nc3ccccc3nc12 (centres undefined)	·	12%	-2%
Cc1ccc(CN2CCSc3sccc3C2=O)cc1	11%	0%	-17%
COc1ccc(-n2c(C(C)(C)C)csc2=Nc2c(C)n(C)n(-c3ccccc3)c2=O)cc1	-20%	0%	2%
CSc1ccc(/C=N/NC(=O)c2cccc(O)c2)cc1	?	2%	-17%
O=C(NCCc1c[nH]c2ccccc12)C1CCCN(S(=O)(=O)c2ccccc2)C1 (centres undefined)	?	·	-6%
COc1ncc2nc(-c3ccc(Cl)cc3)c(=O)n(-c3ccccc3)c2n1	-9%	·	-19%
COc1cc(CN(C)c2ccc(S(=O)(=O)N3CCCC3)cn2)ccc1OC(F)F	?	-12%	-8%
O=C1C2CC(O)CN2C(=S)N1Cc1ccccc1 (centres undefined)	1%	10%	1%
O=C(N1CCOCC1)N1CCC(NC(=O)C23CC4CC(CC(C4)C2)C3)CC1	-24%	0%	0%
O=C(CN1CCCCC1)Nc1nc(-c2ccc(Cl)cc2)cs1	-2%	·	-15%
Cc1nc2ccc(S(=O)(=O)NC(C(=O)NCc3ccc4c(c3)OCO4)C(C)C)cc2s1 (centres undefined)	?	0%	2%
O=C(NCCc1ccc(F)cc1)c1ccc(NS(=O)(=O)c2ccc3[nH]c(=O)[nH]c3c2)cc1	-2%	0%	-1%
Clc1ccc2[nH]cc(-c3nnnn3-c3ccccc3)c2c1	?	6%	-14%
CC(C)(C)c1ccc(C(=O)N2CCN(CCNC(=O)C(=O)NCc3ccccc3)CC2)cc1	?	2%	-5%
CCOc1ccccc1-n1nnnc1SCC(=O)NC(=O)Cc1ccccc1	-1%	6%	-1%
CC1CN(Cc2ccccc2)c2nc3c(c(=O)n(CC(N)=O)c(=O)n3C)n2C1 (centres undefined)	-1%	4%	-2%
O=c1cc(CSc2ccccc2)nc(-c2ccncc2)[nH]1	-12%	3%	-16%
CCOc1ccc(C(=O)N2CCc3ccccc32)cc1OCC	-29%	·	-17%
Cc1ccc(-c2cccc(NC(=O)C3C(C(=O)O)[C@@H]4C=C[C@H]3C4)c2)o1 (some centres undefined)	-15%	8%	-8%
COc1ccc(C(CNC(=O)c2cccc3cccnc23)N(C)C)cc1 (centres undefined)	?	5%	0%
COc1ccc(OC)c(S(=O)(=O)N(C)CC(=O)Nc2ccc3c(c2)OCCO3)c1	?	1%	·
COC(=O)CC1=NN(c2nc(C)cc(C)n2)C(=O)C1	2%	0%	-8%
Cc1c(C(=O)Nc2c(C)n(C)n(-c3ccccc3)c2=O)oc2ccc(Cl)cc12	?	5%	-2%
COc1ccc(/C=C2\CCCc3c2nc2ccccc2c3C(=O)OCC(=O)c2c(N)n(C)c(=O)n(C)c2=O)cc1	·	0%	-10%
CC(C)C(=O)Nc1ccc(Cl)cc1-c1nc2ccccc2[nH]c1=O	-15%	·	-4%
O=C(CSc1nnc(-c2ccccc2F)o1)N1CCNC1=O	9%	0%	-7%
COC(=O)Nc1ncc(CN2CCC(c3ccccc3)CC2)s1	-26%	2%	-7%
COc1ccc(CCNC(=O)COC(=O)/C=C/c2cccs2)cc1OC	-1%	-5%	-7%
COC(=O)c1ccc(S(=O)(=O)NCc2ccc(S(N)(=O)=O)cc2)n1C	-27%	6%	0%
CCN(CC)CCOC(=O)c1ccc([N+](=O)[O-])cc1	2%	6%	-11%
C/C(=N/NC(=O)CSc1nc2ccccc2n1C)c1ccc(O)cc1	-24%	0%	-1%
O=C(c1ccccc1)c1ccc2nc[nH]c2c1	?	0%	0%
COCC(C)NS(=O)(=O)c1ccc(NC(=O)c2ccccn2)cc1 (centres undefined)	1%	·	4%
Carrying on.
SMILES	TDP1 cell noCPT	TDP1 inh	KAT2A inh
O=C(COC(=O)c1ccc(F)c(S(=O)(=O)N2CCCCC2)c1)NCc1ccc(F)cc1	?	11%	-4%
Cc1ccc(CNC(=O)N2CCN(S(=O)(=O)c3ccccc3)CC2)cc1	-8%	·	-13%
COc1ccc(CCNC(=O)COC(=O)Cc2ccccc2[N+](=O)[O-])cc1	-6%	3%	-1%
CCc1ccccc1OCC(=O)NNCC(=O)Nc1cccc(C#N)c1	?	0%	-9%
Cc1onc(-c2ccccc2)c1C(=O)NC(=S)NNC(=O)c1ccncc1	?	11%	1%
Cn1c(=O)c2c(ncn2CC(=O)N/N=C/C=C/c2ccccc2)n(C)c1=O	-4%	-3%	1%
C=C(C)C(=O)Nc1cccc(C2=NOC3(C2)C[C@@H](C(N)=O)N(C(=O)/C=C/CC)C3)c1 (some centres undefined)	0%	-14%	17%
CC1=NC(C)Cc2ccccc21 (centres undefined)	4%	2%	-1%
O=C1CCC(=O)N1c1ccc(NCCc2cccc(F)c2)c([N+](=O)[O-])c1	1%	3%	-4%
COC(=O)c1sccc1NC(=S)Nc1cccc(F)c1	0%	3%	-4%
COc1ccc(-c2nnc(SCC#CCO)o2)cc1OC	-24%	6%	-6%
COc1ccc(CNC(=S)NC2CCCCC2)cc1	1%	2%[56.1 µM]	-24%
CCC(C)c1ccccc1NC(=O)COC(=O)c1ccc(C)c(NC(=O)c2ccco2)c1 (centres undefined)	?	-13%	2%
COCCSc1ccccc1C(=O)N1CCN(c2ccccc2)CC1	-12%	2%	-7%
COc1cc(C(=O)NCC(c2ccc(F)cc2)N2CCOCC2)ccc1OCc1ccccc1Cl (centres undefined)	?	·	-6%
CCOc1ccc2nc(N3C(=O)C(O)=C(C(=O)c4ccco4)C3c3ccco3)sc2c1 (centres undefined)	?	-17%	-21%
O=[N+]([O-])c1cccc(N=NN(CCO)c2cccc([N+](=O)[O-])c2)c1	?	7%	1%
CC(=O)NNc1cc(C)nc(NS(=O)(=O)c2ccc(C)cc2)n1	-2%	2%	-14%
O=C(NCc1ccccc1Cl)C1CCCN(c2nc3ccsc3c(=O)s2)C1 (centres undefined)	·	9%	-12%
O=C(CC1SC(=O)N(Cc2ccccc2)C1=O)Nc1nccs1 (centres undefined)	4%	0%	34%[activator]
CC(C)OCCCNC(=O)[C@H]1N2C(=O)c3ccccc3C2SC1(C)C (some centres undefined)	-13%	·	-7%
C/C=C/C=C/C(=O)Nc1cccc(C2=NOC3(C2)C[C@H](C(N)=O)N(C(=O)CC(c2ccccc2)c2ccccc2)C3)c1 (some centres undefined)	·	4%	2%
COc1ccc(/C(C)=N/NC(=O)CNC(=O)c2cccnc2)cc1	0%	·	-4%
Cc1cc(C)c2c(CC(=O)N(CCC#N)Cc3cccnc3)coc2c1	-9%	-3%	1%
COc1ccc(N2CC(C(=O)OC(C)C(=O)c3ccccc3)CC2=O)cc1 (centres undefined)	11%	3%	-7%
COc1ccccc1NC(=O)C1CCCN(c2ncnc3onc(-c4ccc(F)cc4)c23)C1 (centres undefined)	16µM*	7%	-1%
CCn1c(COc2cccc(C)c2)nnc1SCC(=O)NC1CCCC1	?	10%	-2%
CCOC(=O)c1ccc(NC(=O)C2=C(C)C(=O)OC23CCN(C(C)C)CC3)cc1	2%	0%	4%
O=C(c1ccccc1)N1N=C(c2ccccc2)CC1c1ccccc1[N+](=O)[O-] (centres undefined)	?	-3%	2%
CCCCNC(=O)c1sc(=S)n2c1[nH]c(=O)c1ccccc12	?	1%	-11%
COc1ccc2[nH]c3c(c2c1)CCN1C(=O)C(CC(=O)NCC24CC5CC(CC(C5)C2)C4)C[C@H](C(=O)N(C(C)C)C(C)C)[C@@]31C (some centres undefined)	?	6%[56.1 µM]	-13%
COCC(C)n1c(SCC(=O)N2CCc3ccccc3C2)nc2ccccc2c1=O (centres undefined)	1.8µM*	8%	0%
O=C(Cn1cnc2ccccc2c1=O)NNC(=O)c1ccccc1	-13%	4%	0%

Some of these compounds in order of formula weight, high to low:
SMILES	TDP1 cell noCPT	TDP1 inh	KAT2A inh
COc1ccc2[nH]c3c(c2c1)CCN1C(=O)C(CC(=O)NCC24CC5CC(CC(C5)C2)C4)C[C@H](C(=O)N(C(C)C)C(C)C)[C@@]31C (some centres undefined)	?	6%[56.1 µM]	-13%
C/C=C/C=C/C(=O)Nc1cccc(C2=NOC3(C2)C[C@H](C(N)=O)N(C(=O)CC(c2ccccc2)c2ccccc2)C3)c1 (some centres undefined)	·	4%	2%
COc1ccccc1NC(=O)C1CCCN(c2ncnc3onc(-c4ccc(F)cc4)c23)C1 (centres undefined)	16µM*	7%	-1%
CCOc1ccc2nc(N3C(=O)C(O)=C(C(=O)c4ccco4)C3c3ccco3)sc2c1 (centres undefined)	?	-17%	-21%
COCC(C)n1c(SCC(=O)N2CCc3ccccc3C2)nc2ccccc2c1=O (centres undefined)	1.8µM*	8%	0%
O=C(NCc1ccccc1Cl)C1CCCN(c2nc3ccsc3c(=O)s2)C1 (centres undefined)	·	9%	-12%
CCn1c(COc2cccc(C)c2)nnc1SCC(=O)NC1CCCC1	?	10%	-2%
O=C(c1ccccc1)N1N=C(c2ccccc2)CC1c1ccccc1[N+](=O)[O-] (centres undefined)	?	-3%	2%
COc1ccc(N2CC(C(=O)OC(C)C(=O)c3ccccc3)CC2=O)cc1 (centres undefined)	11%	3%	-7%
CC(C)OCCCNC(=O)[C@H]1N2C(=O)c3ccccc3C2SC1(C)C (some centres undefined)	-13%	·	-7%
Cc1cc(C)c2c(CC(=O)N(CCC#N)Cc3cccnc3)coc2c1	-9%	-3%	1%
CCCCNC(=O)c1sc(=S)n2c1[nH]c(=O)c1ccccc12	?	1%	-11%
O=[N+]([O-])c1cccc(N=NN(CCO)c2cccc([N+](=O)[O-])c2)c1	?	7%	1%
COc1ccc(/C(C)=N/NC(=O)CNC(=O)c2cccnc2)cc1	0%	·	-4%
O=C(Cn1cnc2ccccc2c1=O)NNC(=O)c1ccccc1	-13%	4%	0%
